High-throughput results as filed in PubChem BioAssay.
Candida biofilm: kills Candida albicans biofilms | C. albicans biofilm + clotrimazole, Alamar Blue | inhibition, % at 6 µM | 0.14% of 85,000 active;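 active = inhibition above 20%; inactive = inhibition below 20%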;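 also: preformed 24 hr biofilms exposed to compound for 48 hr; 0% = biofilm without compound and 100% = blank killed by clotrimazole plus chlorhexidine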
PLK1 inh: PLK1 (human) kinase inhibition. recombinant PLK1 kinase, TR-FRET peptide phosphorylation. inhibition, % at 10 µM. 0.53% of 97,000 active. AID 619;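 active = inhibition of 50% or more in the single-concentration screen; inactive = inhibition below 50%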;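 also: 0% = DMSO max control and 100% = H-89 dihydrochloride min control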
Plk1 PBD FP: Plk1 (human) PBD binding inhibition; Plk1 PBD phosphopeptide binding, fluorescence polarization; AID 693; 0.13% of 97,000 active; inhibition, %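 (tested at about 20 µM)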; in the data active = inhibition above about 34%, passing the limit was not always enough
CYP2C9 inh: human CYP2C9 inhibition; P11712; AID 777; CYP2C9 Supersomes, luciferin-H conversion, luminescence; inhibition, % at 5 µM; 20% of 96,000 active;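 active = blocking of liver enzyme CYP2C9 beyond about 50% at 5 µM, limit read from the data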; also: values of inactives mirror those of a sister screen read the other way
LYP act: increases human PTPN22 phosphatase activity; Q9Y2R2; recombinant LYP, DiFMUP fluorescence; 0 = plate median, 100 = signal doubled; activation, % at 2 µM; 0.11% of 96,000 active; AID 697;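 active = activation at 2 µM above a set limit, the mean plus 5 SD, cut at about 37% in these data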
Target sequence (Q9Y2R2 whole entry, looked up): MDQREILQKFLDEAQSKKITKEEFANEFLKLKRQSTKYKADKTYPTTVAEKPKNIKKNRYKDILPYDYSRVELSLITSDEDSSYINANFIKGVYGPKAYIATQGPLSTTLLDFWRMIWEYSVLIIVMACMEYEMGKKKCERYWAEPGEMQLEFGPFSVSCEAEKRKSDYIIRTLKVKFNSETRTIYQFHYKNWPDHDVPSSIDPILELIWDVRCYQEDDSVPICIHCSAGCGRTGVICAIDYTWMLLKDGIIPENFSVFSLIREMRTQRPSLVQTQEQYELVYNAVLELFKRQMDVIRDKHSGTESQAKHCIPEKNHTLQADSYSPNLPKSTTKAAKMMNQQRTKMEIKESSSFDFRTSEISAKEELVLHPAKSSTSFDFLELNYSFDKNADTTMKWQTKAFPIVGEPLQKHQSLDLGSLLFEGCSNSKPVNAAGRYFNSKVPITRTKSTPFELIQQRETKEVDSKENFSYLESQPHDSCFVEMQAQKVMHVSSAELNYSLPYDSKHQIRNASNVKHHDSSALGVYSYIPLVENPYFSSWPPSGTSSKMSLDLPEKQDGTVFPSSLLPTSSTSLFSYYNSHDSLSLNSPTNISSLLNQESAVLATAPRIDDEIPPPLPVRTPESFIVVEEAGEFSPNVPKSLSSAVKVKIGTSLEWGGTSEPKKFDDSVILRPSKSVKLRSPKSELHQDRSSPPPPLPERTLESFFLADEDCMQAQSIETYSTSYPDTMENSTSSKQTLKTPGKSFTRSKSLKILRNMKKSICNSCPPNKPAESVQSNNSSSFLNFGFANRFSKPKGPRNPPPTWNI
Rev-RRE block: disrupts HIV-1 Rev binding to RRE RNA; AID 704; inhibition, % at 8 µM; 0.79% of 97,000 active; P05866; Rev peptide-RRE RNA binding, FRET;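 active = inhibition above the screen-wide mean plus 3 SD, cut at about 35% in these data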;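 also: 0% = median DMSO wells and 100% = median Neomycin B control wells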
Target sequence (P05866 whole entry, looked up): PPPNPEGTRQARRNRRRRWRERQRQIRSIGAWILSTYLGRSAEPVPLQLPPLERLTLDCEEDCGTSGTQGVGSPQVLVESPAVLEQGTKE
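Assay system: Rev peptide and RRE RNA, both fluorescently labelled; times: 5 min preincubation and 15 min binding, 25 °C; detection: FRET, ex 480 nm, em 540 and 671 nm; read-out basis: % inhibition from 671/540 nm acceptor-to-donor ratio, scaled between controls; benchmarks: DMSO low control, neomycin B high control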
CYP2C9 activ: increases human cytochrome P450 2C9 activity | P11712 | recombinant CYP2C9, luciferin-H conversion, luminescence; hits give high values; factor 1 = untreated enzyme, 0 = blocked | activation factor at 5 µM | 1.4% of 96,000 active | AID 1024;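 active = activation factor of 2 or more for CYP2C9 at a 5 µM dose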;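 also: 0 = sulfaphenazole-blocked wells and 1 = vehicle-only wells; values of inactives mirror those of a sister screen read the other way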
PTPN22 inh 2: blocks human PTPN22 phosphatase activity. recombinant LYP catalytic domain, DiFMUP fluorescence. inhibition, % at 2 µM. 0.21% of 96,000 active;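 active = inhibition at 2 µM at or above a set limit, the screen mean plus 3 SD, cut at about 24% in these data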;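 also: 0% = DMSO with enzyme and 100% = enzyme fully blocked by orthovanadate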
EphB4 antag: EphB4-ephrin-B2 interaction antagonism | EphB4 LBD / TNYL-RAW-Alexa532 peptide, fluorescence polarization | inhibition, % at 7 µM | 0.15% of 97,000 active | AID 720;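 active = inhibition above the screen-wide mean inhibition plus 3 SD, cut at about 15% in these data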;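 also: 0% = DMSO wells and 100% = excess unlabeled TNYL-RAW peptide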
* hit, by the source's call; . = no result given; [ ] = remark or other dose.

SMILES | Candida biofilm | PLK1 inh | Plk1 PBD FP | CYP2C9 inh | LYP act | Rev-RRE block | CYP2C9 activ | PTPN22 inh 2 | EphB4 antag
Cc1nc(CC(=O)N2CCN(c3cccc(C)c3C)CC2)cs1 | 0.5 | 5.2 | -17.9 | -29.6 | -15.5 | 2.1 | 1.3 | 16.0 | -2.9
Cc1cc(C)nc(SCC(=O)Nc2ccc(N3CCOCC3)c(Cl)c2)n1 | 0.9 | -13.1 | 11.7 | 52.5* | -15.0 | 2.4 | 0.5 | 18.3 | -6.8
CCNC(=O)Nc1cc2nc(C)n(Cc3ccc(Br)cc3)c2nc1C | -3.3 | -3.0 | 8.2 | 30.0 | -5.0 | 0.0 | 0.7 | 3.9 | 6.2
Cc1ccccc1OCc1nnc(SCC(=O)Nc2ccc3c(c2)oc2ccccc23)n1C | 6.2 | -2.4 | -3.0 | -27.0 | 0.7 | 3.9 | 1.3 | -0.3 | -1.6
c1ccc(Oc2cc(-n3cccn3)ncn2)cc1 | 7.5 | -8.9 | 11.9 | -8.1 | 5.0 | 1.0 | 1.1 | -5.1 | -4.3
COC(=O)c1cc(COc2ccc3ccc(=O)oc3c2)c(C)o1 | . | -10.9 | 2.5 | 27.8 | 2.3 | 0.2 | 0.7 | -3.0 | 6.6
COc1ccc(C(=O)Nc2cc(C(=O)NCCc3ccccc3)ccc2Cl)cc1 | . | -10.7 | 10.6 | 82.9* | -0.1 | 10.6 | 0.2 | -4.2 | 1.6
CN(Cc1ccccc1)C(=O)Cn1cccc1C(=O)c1ccccc1 | 1.0 | -6.7 | 8.5 | 29.7 | 3.4 | 0.1 | 0.7 | -1.8 | -4.7
O=C(c1cc(-c2ccccc2)on1)N1CCN(C(=O)c2ccco2)CC1 | 5.7 | -9.6 | 6.3 | 5.9 | -7.9 | 9.8 | 0.9 | 4.4 | 2.7
COc1ccc(-c2nnc(SCC(=O)Nc3cc(C)on3)n2N)cc1OC | 3.0 | 6.5 | -16.0 | 31.3 | -1.1 | 2.0 | 0.7 | 0.0 | -3.1
COc1ccc(NS(=O)(=O)c2ccc3oc4ccccc4c3c2)cn1 | -2.5 | 2.1 | 11.2 | 99.1* | 7.3 | 10.2 | 0 | -4.6 | -2.0
COc1cc2ccccc2cc1C(=O)Nc1ccc(S(=O)(=O)Nc2cc(C)on2)cc1 | . | -48.0 | -13.1 | 3.1 | -5.9 | 6.6 | 1 | 4.5 | 6.4
COc1cccc(NC(=O)COc2ccc(S(=O)(=O)NC(C)C)cc2)c1 | 8.6 | -10.0 | 14.1 | . | 8.5 | 7.3 | . | -8.0 | -6.3
CCOC(=O)c1csc(NC(=O)c2cc(OC)c(OC)c(OC)c2)n1 | . | 0.1 | -26.5 | 22.4 | 3.8 | 2.3 | 0.8 | -5.3 | -0.3
C#CCOc1c(Br)cc(/C=N/O)cc1OCC | 5.1 | 3.0 | -3.0 | 72.2* | -2.7 | 8.0 | 0.3 | 4.6 | -6.6
CCOc1ccc(NC(=O)CN2CCN(CC(=O)Nc3ccc(OC)cc3)CC2)cc1 | -0.7 | -10.2 | -6.7 | . | 1.2 | 6.5 | . | -3.8 | 2.8
Cc1nc2cncc(Br)c2n1C | 8.9 | 4.4 | -6.7 | -3.1 | 3.8 | 7.0 | 1 | -2.7 | 3.0
CCCCSc1nnc(-c2ccc(OC)cc2)n1C | 8.5 | -11.8 | -0.4 | . | 1.8 | -1.4 | . | -1.2 | 0.9
CC(C)C(=O)OCC(=O)Nc1ccc2c(c1)CCC2 | . | -2.0 | -7.5 | -0.6 | -2.3 | 5.3 | 1 | 5.2 | 5.2
O=C(NCc1ccc(F)cc1)c1cc2n(n1)C(C(F)(F)F)CC(C1CC1)N2 (stereo not drawn) | 10.3 | -2.9 | -27.6 | 40.2 | 5.0 | 0.9 | 0.6 | -8.1 | -7.0
O=C(O)c1ccc(CNCc2c(Cl)cccc2Cl)cc1 | . | -4.8 | 10.5 | -15.0 | 4.5 | 0.7 | 1.1 | 0.8 | -5.8
Cc1ccc(Cl)cc1NC(=O)CCn1cccc1 | 3.5 | -11.3 | 1.3 | -20.8 | -7.2 | 2.4 | 1.2 | 7.8 | -2.1
O=C(CCn1cnc2ccccc2c1=O)Nc1ccc(Cl)c(Cl)c1 | 41.4* | -13.8 | -0.4 | 10.5 | -4.0 | 8.0 | 0.9 | 6.8 | -1.5
O=C(CC1NC(=O)NC1=O)Nc1ccc(Cl)cc1 (stereo not drawn) | 3.2 | -5.7 | 0.7 | -7.9 | 2.5 | 1.6 | 1.1 | 0.9 | 4.6
O=C(Nc1ccc(N2CCN(Cc3ccccc3)CC2)cc1)c1cccnc1 | 5.2 | -14.2 | -6.7 | 29.6 | -5.5 | 3.4 | 0.7 | 1.9 | 2.0
Cc1[nH]n(-c2ccccc2)c(=O)c1C(C[N+](=O)[O-])c1ccc(Br)cc1 (stereo not drawn) | . | 100.8* | 1.7 | 94.9* | -18.1 | -1.6 | 0.1 | 16.7 | 1.2
CCC(CC)C(=O)Nc1cc(OC)c(OC)cc1C(=O)O | 5.9 | -7.9 | 0.0 | -8.4 | -2.5 | 7.2 | 1.1 | -1.2 | 2.6
Cc1ccc2nc(C)/c(=N\O)c(C)nc2c1 | 6.1 | -5.1 | 8.3 | -2.6 | -1.0 | 9.0 | 1 | 3.4 | 9.9
CC(=O)Nc1cccc(NC(=O)CCc2ccccc2)c1 | 6.0 | 0.7 | 14.7 | 10.5 | 8.9 | 2.7 | 0.9 | -7.9 | -7.3
CC(=O)c1ccc(NC(=O)C2(c3ccccc3)CCOCC2)cc1 | -0.3 | -7.1 | -9.5 | 50.4* | 0.0 | 4.4 | 0.5 | -2.8 | 3.9
O=C(C1Cc2ccccc2CN1S(=O)(=O)c1ccc(F)cc1)N1CCCCC1 (stereo not drawn) | 5.6 | -11.5 | 11.6 | 7.2 | 1.5 | -0.8 | 0.9 | -3.7 | -2.6
COCCCN1C(=O)c2ccc(C(=O)Nc3ccccc3OC)cc2C1=O | 4.4 | -12.4 | -7.2 | -99.7 | 12.3 | 1.3 | 2* | -13.4 | -2.9
CC(C)Cc1nc2n[nH]c(N)c2c2c1CCCC2 | -0.5 | 68.8* | -7.3 | 10.4 | 7.3 | 8.3 | 0.9 | -8.3 | 3.3
COc1ccc(-c2cc3nc[nH]c(=O)c3s2)cc1 | 2.5 | 39.0 | 6.1 | 33.9 | 1.0 | 7.5 | 0.7 | -0.5 | -0.7
CCOC(=O)c1cnn2c(C(F)(F)F)cc(-c3cn(C)nc3C)nc12 | -4.7 | -14.7 | 10.1 | 84.7* | -9.1 | 3.3 | 0.2 | 5.7 | 2.5
O=C(CCNS(=O)(=O)c1cccs1)N1CCCCCC1 | 7.3 | -13.5 | -7.0 | -5.5 | -4.4 | 0.8 | 1.1 | 3.1 | -9.5
COc1ccc(/C(O)=C2/C(=O)C(=O)N(CCCN(C)C)C2c2ccc(Cl)cc2)cc1OC (stereo not drawn) | 8.7 | -1.3 | -0.6 | . | 0.7 | -4.2 | . | 2.4 | -7.3
O=c1c2c(-c3cccs3)csc2ncn1-n1cccc1 | -1.4 | 1.7 | 18.9 | 44.1 | -9.6 | 5.8 | 0.6 | 12.0 | 10.9
COc1cc(N2CCCC2)c(OC)cc1/C=C(/C#N)c1ccc(F)cc1 | -2.6 | -28.1 | -132.3 | . | 6.1 | 94.6*[fluorescence artefact?] | . | -6.5 | -1.4
Cc1cccc(N2CCN(C(=O)Cn3nc(Cc4ccncc4)c4ccccc4c3=O)CC2)c1C | -0.6 | 2.6 | -26.6 | . | -8.8 | 1.1 | . | 7.3 | 7.2
O=C(O)c1ccc2cccc(Cl)c2c1O | 7.2 | -8.9 | -22.1 | -4.8 | 9.2 | 9.1 | 1 | -7.4 | 0.5
O=C(Cn1cc(C(=O)c2cccs2)c2ccccc21)NCc1cccs1 | 7.9 | -12.9 | 6.4 | 93.7* | -7.6 | 10.5 | 0.1 | 10.0 | 1.2
O=C(Cc1ccc(-n2c(=O)c3sccc3n(Cc3ccc(F)cc3)c2=O)cc1)NCc1ccco1 | 3.8 | -20.4 | 14.7 | 69.5* | -9.5 | 5.9 | 0.3 | 6.5 | -9.2
O=C(CCCC(=O)OCC(=O)c1ccc(Cl)cc1Cl)Nc1cc(C(F)(F)F)ccc1Cl | . | -5.5 | -1.2 | -21.3 | 6.7 | 7.1 | 1.2 | -6.2 | -8.8
CCN1C(=O)C2(C(C#N)=C(N)Oc3n[nH]c(-c4ccc(Cl)cc4)c32)c2ccccc21 (stereo not drawn) | 14.2 | -5.5 | 16.9 | 27.9 | 4.1 | 11.2 | 0.7 | -1.4 | 3.0
O=C(COc1ccc(=O)n(-c2ccccc2)n1)Nc1ccccc1 | 3.6 | -10.8 | -22.0 | 41.2 | -2.4 | 4.8 | 0.6 | 1.4 | -1.9
O=C(O)c1cccnc1-c1ncccc1C(=O)O | 1.6 | -12.5 | 2.9 | 3.4 | 0.5 | 7.5 | 1 | -1.6 | 9.3
COc1cc(CNCCO)ccc1OCC(=O)Nc1ccc(Br)cc1 | 8.9 | -2.0 | -13.9 | 14.2 | 3.8 | 0.3 | 0.9 | -6.1 | -6.0
CCCCOCCCNc1ncnc2c1[nH]c1ccccc12 | 6.1 | -7.1 | 2.7 | 65.8* | 6.7 | 8.9 | 0.3 | -3.9 | -11.3
Cc1ccc(NC(=O)c2cc3ccccc3o2)cc1S(=O)(=O)N(C)C | . | -3.5 | -25.0 | 29.1 | 5.2 | -1.4 | 0.7 | -6.9 | 3.4
O=C(COc1ncnc2c(Cl)cc(Cl)cc12)NC1CCCCCC1 | -3.5 | 17.7 | 31.0 | -26.3 | -14.4 | -0.9 | 1.3 | 17.6 | 0.9
COC(=O)c1c(NC(=O)Cc2cccs2)sc2c1CCC(C)C2 (stereo not drawn) | . | -4.0 | -0.4 | 45.7 | -10.0 | 17.6 | 0.5 | 8.4 | -0.1
CCOC(=O)CNC(=O)c1cc(C)oc1C | -5.0 | -6.0 | -9.5 | -9.4 | -10.7 | 10.0 | 1.1 | 8.0 | 4.4
COc1ccc(-c2nc(CS(=O)CC(=O)NCc3ccc(Cl)cc3)c(C)o2)cc1 (stereo not drawn) | -5.8 | 69.7* | -1.2 | 79.1* | . | 9.1 | 0.2 | . | -4.4
C=CCn1c(N)cc(=O)nc1SCC(=O)N1CCN(c2ccc(F)cc2)CC1 | 7.9 | -13.2 | 0.0 | 3.9 | -7.0 | 0.7 | 1 | 3.7 | -1.3
O=[N+]([O-])c1nn(-c2ccc3c(c2)OCCO3)n(O)c1=NCc1ccccc1Cl | . | -20.8 | -21.4 | 29.0 | 10.8 | 6.2 | 0.7 | -8.5 | -7.0

A second format for some results above.
Order of values: Candida biofilm | PLK1 inh | Plk1 PBD FP | CYP2C9 inh | LYP act | Rev-RRE block | CYP2C9 activ | PTPN22 inh 2 | EphB4 antag
O=C(COc1ncnc2c(Cl)cc(Cl)cc12)NC1CCCCCC1
    -3.5 | 17.7 | 31.0 | -26.3 | -14.4 | -0.9 | 1.3 | 17.6 | 0.9
COC(=O)c1c(NC(=O)Cc2cccs2)sc2c1CCC(C)C2 (stereo not drawn)
    . | -4.0 | -0.4 | 45.7 | -10.0 | 17.6 | 0.5 | 8.4 | -0.1
CCOC(=O)CNC(=O)c1cc(C)oc1C
    -5.0 | -6.0 | -9.5 | -9.4 | -10.7 | 10.0 | 1.1 | 8.0 | 4.4
